# RT RNaseH block: inhibitors of HIV-1 reverse transcriptase RNase H. AID 565. hit rate 1.9% among 65,000. P04585. RT-RNase H RNA/DNA duplex cleavage, fluorescence. inhibition, % at 10 µM; in the data active = inhibition above about 50%
# RmlC RmlD mix: RmlC/RmlD inhibition, mixture screen; hit rate 0.39% among 110,000; AID 1532; RmlC/RmlD coupled enzyme inhibition, 384-well mixture HTS; inhibition, % at 5.5 µM; in the data active = inhibition above about 30%, passing the limit was not always enough; inconclusive = no clear call, values can overlap the other calls; note: strong numbers were not always called active
# Numbers without * were called inactive; ? = inconclusive; nt = no result given. A portion of the library; rates above refer to the full screens.
# Second line of a record – RT RNaseH block	RmlC RmlD mix
Cc1ccc(Oc2ncccc2/C=N/OCc2ccc(Cl)cc2Cl)cc1
    nt	-9
Cc1ccc(C(c2nnnn2CCc2ccccc2)N2CCSCC2)cc1 (centres undefined)
    -5	nt
C=CCn1c(COC)nnc1SCC(=O)c1ccc(F)cc1
    -12	18
O=c1ccnc(Sc2ncccc2[N+](=O)[O-])[nH]1
    nt	8
O=C(CCc1ccccc1)NNC(=O)C1CCCCC1
    nt	-1
O=C(NCCC1=CCCCC1)C1CCCN(S(=O)(=O)c2ccc(F)cc2)C1 (centres undefined)
    1	nt
CCN1CCN(c2ncnc3c2sc2nc(N4CCOCC4)c4c(c23)CCC4)CC1
    -5	nt
Cc1ccc(/C=N/n2c(C)cc(C)c(C#N)c2=O)cc1
    nt	-12
COc1ccc(C(=O)Nc2ncc3c(n2)-c2ccccc2CC3)cc1
    nt	3
CC(C)NC(=O)c1ccc(CS(=O)(=O)c2ccc(Br)cc2)o1
    -5	-8
O=C1CC(c2cccc(Cl)c2)c2cc3c(cc2N1)CCC3 (centres undefined)
    nt	4
COc1cccc(C2C(C(=O)c3ccco3)=C(O)C(=O)N2CCCN2CCOCC2)c1OC (centres undefined)
    -3	nt
CC1CCN(S(=O)(=O)c2ccc(C(=O)OCc3ccc4c(c3)OCO4)cc2)CC1
    nt	-15
O=c1c2cnn(-c3ccc(F)cc3)c2ncn1Cc1cccnc1
    -31	7
CCCC(=O)Nc1ccc(OCC(=O)OC)cc1
    -7	43
O=C(Cc1ccccc1)NC(NCCCN1CCOCC1)(C(F)(F)F)C(F)(F)F
    -11	-5
O=C(NC1CCc2ccccc21)C1CCN(S(=O)(=O)c2ccc(-n3cnnn3)cc2)CC1 (centres undefined)
    1	2
O=C(NC1(C(F)(F)F)NC(=O)N(c2ccc(F)c(Cl)c2)C1=O)c1ccncc1 (centres undefined)
    nt	-40
COc1ccc(S(=O)(=O)NCCC(=O)NC(C)c2ccccc2)cc1 (centres undefined)
    3	-8
CC(=O)Oc1cc2c(C(=O)NCc3ccncc3)c(C)oc2c2ccccc12
    -14	43
CCOC(=O)C1CCN(C(=O)CSc2n[nH]c(=O)[nH]c2=O)CC1
    -2	10
COc1cc(CNc2ccc(N3CCOCC3)c(C(=O)O)c2)ccc1OCC(N)=O
    2	7
COc1ccccc1CNC(=O)c1nnc(Cc2ccc(Cl)cc2)o1
    -80	nt
NC(=O)c1ccsc1NC(=O)CSc1nnc(C2CC2)n1Cc1ccccc1
    nt	-8
CCCOc1ccc(C(=O)N/N=C/c2ccc(-c3ccc(S(=O)(=O)Nc4ncccn4)cc3)o2)cc1
    nt	-2
O=C(Cn1cc2c(n1)CCCC2)NCc1cccs1
    -4	4
CC(C)c1ccc(NC(=O)C2CC(=O)N(C(C)C)C2)cc1 (centres undefined)
    1	-12
On1onc2c3cc(-c4ccccc4)nc3ccc21
    -18	nt
COc1cc(N=c2ssnc2Cl)cc(OC)c1
    41	3
CCOCc1cn(CC(=O)c2ccc([N+](=O)[O-])cc2)c(C)nc1=N
    nt	-14

# Overlap with the part before: 2 entries; new compounds follow.
# Second line of a record – RT RNaseH block	RmlC RmlD mix
COc1cc(N=c2ssnc2Cl)cc(OC)c1
    41	3
CCOCc1cn(CC(=O)c2ccc([N+](=O)[O-])cc2)c(C)nc1=N
    nt	-14
CN(C)c1ccc(C(=O)OCC(=O)NC2CCCCC2)cc1
    5	-1
O=S(=O)(c1ccc(-n2cnnn2)cc1)N(C1CCCCC1)C1CCCCC1
    -6	2
Cn1c(C(=O)N2CCN(Cc3ccc4c(c3)OCO4)CC2)cc2sccc21
    -19	-13
COc1ccc(-c2nnc(SCC(=O)Nc3ccccc3)n2C)cc1
    -19	-9
COc1ccc(COCC(CC(C)C)N2CCN(C(=O)c3cccc(C(F)(F)F)c3)CCC2=O)cc1 (centres undefined)
    nt	-15
Cc1ccc(CNC(=O)C2CCC(=O)N2C2CCCCC2)cc1 (centres undefined)
    -22	-13
CCOCC(=O)Nc1cc(C(F)(F)F)ccc1Oc1cccc(Br)c1
    nt	5
COc1ccc2nc(NS(=O)(=O)c3ccc(NC(C)=O)cc3)sc2c1
    -19	6
O=C(c1ccccc1)N1CCN(c2ncnc3sc4c(c23)CCC4)CC1
    nt	0
CC1(N2CCOCC2)CC2(O)C(=[N+]1[O-])CCc1c2no[n+]1[O-] (centres undefined)
    6	-9
Cc1ccc(C(=O)O/N=C2\CCS(=O)(=O)c3sccc32)cc1
    nt	-11
CCCC(=O)NC(c1ccc(OC)c(OC)c1)c1c(O)ccc2ccccc12 (centres undefined)
    nt	-6
Cc1ccc(C(=O)Nc2ccccc2-c2ccccc2)o1
    nt	-6
O=C(Nc1ccc(Cl)c(C(F)(F)F)c1)C1CCCN(S(=O)(=O)c2cnc[nH]2)C1 (centres undefined)
    -6	-9
O=P(O)(CCc1ccncc1)CN1CCCCC1
    -3	-6
CCC(C)(C)n1nnnc1C(c1ccc2ncccc2c1)N1CCN(c2nc3ccccc3s2)CC1 (centres undefined)
    -13	18
COc1ccc(S(=O)(=O)N(CC(=O)N2CCOCC2)Cc2ccccc2)cc1
    nt	-21
N#Cc1c(N2CCCC2)nc(N)c2c(N)nc(N3CCCC3)cc12
    -15	0
Cc1cc(C)n(-c2ncnc3sc4c(c23)CCCC4)n1
    -38	10
CCc1nnc(NC(=O)c2cccc(C(=O)Nc3nnc(CC)s3)n2)s1
    -2	nt
Cc1cc2ccccn2c1C(=O)c1ccc(Cl)cc1
    nt	8
CCOC(=O)C1CCCN(C(=O)CN2CCN(Cc3ccc(Cl)cc3)C2=O)C1 (centres undefined)
    -11	10
Cc1cccc(NC(=O)CSc2nnc(Cn3cnc4ccccc43)o2)c1
    nt	-2
COCCn1cc(C(=O)NCc2cccs2)c2c3ccccc3n(C)c2c1=O
    -6	6
Cc1ccc(Cn2ccc(=O)c(OCc3ccccc3)c2C)cc1
    nt	9
Cc1cccc(-c2nc(NCCCN3CCOCC3)c3ccccc3n2)c1
    nt	-22
O=C(C1CCC(Cn2c(=O)[nH]c3ccccc3c2=O)CC1)N1CCN(c2ccccc2)CC1 (centres undefined)
    0	nt
CCOC(=O)c1cc(NC(=O)c2ccc(Cl)cc2)c(=O)n2c1oc1ccc(Cl)cc12
    nt	4
Cc1cc(Nc2ccc(Br)cc2F)n2ncnc2n1
    -9	nt
COc1cc(C)nc(N2CCCC(C(=O)Nc3cccc(Cl)c3C)C2)n1 (centres undefined)
    43	-10

# Individual results from the entries so far.
# `CCc1nnc(NC(=O)c2cccc(C(=O)Nc3nnc(CC)s3)n2)s1` | RT RNaseH block = -2
# `Cc1ccc(C(=O)O/N=C2\CCS(=O)(=O)c3sccc32)cc1` | RmlC RmlD mix = -11
# `O=C(Nc1ccc(Cl)c(C(F)(F)F)c1)C1CCCN(S(=O)(=O)c2cnc[nH]2)C1` (centres undefined) | RmlC RmlD mix = -9

# (cont.)
# Second line of a record – RT RNaseH block	RmlC RmlD mix
O=c1c2ccccc2nc(-c2ccco2)n1/N=C/c1ccco1
    -2	-12
COc1ccc2oc(-c3ccccc3)c(C(=O)N3CCOCC3)c2c1
    0	-7
O=C(NCCO)C1(c2ccc(Cl)cc2)CCCC1
    nt	-10
CCn1c(CNC(=O)c2cccs2)nnc1SCC(=O)Nc1ccc(Cl)cc1
    nt	2
COc1cccc(N(CC(=O)Nc2cccc(F)c2)S(C)(=O)=O)c1
    -5	7
O=C(Nc1ccncc1)C1(c2ccccc2)CCCC1
    1	1
CCOC(=O)N1CCN(C(=O)C2CC(=O)N(c3ccc(OC)cc3)C2c2ccc(OC)cc2)CC1 (centres undefined)
    nt	1
C=C1CCN([C@@H](Cc2ccccc2)C(=O)NCCCc2ccccc2)S(=O)(=O)c2ccccc21
    nt	-16
CCCCn1nnnc1SCC(=O)N(CC)CC
    nt	3
CCN(CC)c1ccc(C2C(C(=O)OCCOC)=C(C)NC3=C2C(=O)CC(C)(C)C3)cc1 (centres undefined)
    8	-5
COc1ccc(C(C)n2c(C)c3c(C)nnc(C)c3c2C)cc1 (centres undefined)
    nt	-2
Cc1ccc2nc(/C(C#N)=C\c3ccc(OC(=O)c4cccs4)cc3)[nH]c2c1
    nt	-42
Cc1ccc(C(=O)Nc2sc(Cc3ccc4c(c3)OCO4)c(C)c2C(N)=O)cc1
    nt	-3
CCOc1ccc(NC(=O)CCN2CCN(c3ccccc3F)CC2)cc1
    nt	1
COc1ccc(/C=C/C(=O)NCc2cn(C)nc2C)cc1COc1ccc(Br)cc1
    nt	-1
Nc1c(C(=O)C2CC2)sc2nc(-c3ccccc3)cc(C(F)(F)F)c12
    nt	9
CCOC(=O)c1ccc(NCc2ccncc2)cc1
    nt	12
N#Cc1c(-c2ccccc2)nc(-c2ccccc2)nc1N1CCOCC1
    nt	-13
Cc1nc(NC(=O)c2ccc(F)cc2)nc2cc3c(cc12)OCO3
    nt	-14
Cc1noc(C)c1S(=O)(=O)N(CC(=O)NCc1ccc(Cl)cc1)c1ccc2c(c1)OCO2
    -16	-3
O=C(Nc1ccc(N2CCN(c3ccc(O)cc3)CC2)cc1)Oc1ccccc1
    20	-10
CCCCn1nc2cc(C(=O)NCCc3cccs3)ccc2c1OCC
    nt	-19
CC1(C)CC(=O)C=C(c2cccc3c2oc2ccccc23)C1
    nt	4
CCNC(=O)c1cc2c(=O)n3cccc(C)c3nc2n1C
    -10	nt
Cc1ccc(CC23CN4CCN(CC(C4)C2O)C3)c(C)c1 (centres undefined)
    -3	-17
CCCn1c(NC(=O)c2ccc(C)cc2)nc2ccccc21
    7	19
N=c1oc2ccc3ccccc3c2cc1-c1nnc2n1CCCCC2
    -1	?
COc1ccc(C2/C=C\CN(C(=O)Nc3ccccc3-c3ccccc3)CC(=O)N2Cc2ccc(F)cc2)cc1 (centres undefined)
    nt	-14
COc1ccc(N2C3=C(CC4=C2CC(C)(C)CC4=O)C(=O)CC(C)(C)C3)cc1
    nt	15
O=C(OCc1ccccc1)C1=[N+]([O-])OC(C(=O)OCc2ccccc2)C1c1c[nH]c2ccccc12 (centres undefined)
    nt	5

# One compound at a time, from the list above:
# CCCCn1nnnc1SCC(=O)N(CC)CC is listed as RT RNaseH block: nt; RmlC RmlD mix: 3
# COc1ccc2oc(-c3ccccc3)c(C(=O)N3CCOCC3)c2c1 is listed as RT RNaseH block: 0; RmlC RmlD mix: -7

# Continuation.
# Second line of a record – RT RNaseH block	RmlC RmlD mix
O=C(C(c1ccccc1)c1ccccc1)N(Cc1ccco1)C1CCS(=O)(=O)C1 (centres undefined)
    -3	6
COc1ccc(C(O)C(CN2CCOCC2)c2ccccc2)cc1F (centres undefined)
    -2	10
CCC(c1nnnn1Cc1ccco1)N(CCN1CCOCC1)Cc1cc2cc(C)ccc2[nH]c1=O (centres undefined)
    -7	-6
COc1ccc(OC)c(NC(=O)C2CCN(c3ncccn3)CC2)c1
    -4	-11
Cc1ccc(S(=O)(=O)N2CCC(C(=O)N[C@@H](C)C(=O)NCc3ccccc3)CC2)cc1
    -10	4
CCCCn1ccnc1C(=O)c1ccc(S(=O)(=O)N(CCOC)CCOC)cc1
    -15	nt
CC1=NCCc2c1[nH]c1ccccc21
    nt	12
Cc1noc(C)c1CSc1nc2ccccc2c(=O)n1-c1ccc(Cl)cc1
    nt	-7
CCc1c(C)n([O-])c2c([n+]1=O)CCC2
    0	-11
COc1cccc(C(C(=O)NC2CCCC2)N(Cc2ccc(C)cc2)C(=O)c2ccco2)c1OC (centres undefined)
    nt	-10
COc1ccc(Cl)cc1N1C(=O)C2CCCN2C1c1sccc1C (centres undefined)
    -12	-14
O=C(Nc1ccc(Cl)c(C(F)(F)F)c1)[C@@H]1CC=C[C@@H]2CCN(C3CC3)C(=O)[C@@H]21
    nt	-8
c1ccc(Nc2nc(N3CCCCC3)nc(N3CCCCC3)n2)cc1
    nt	-5
CC(C)CCNC(=O)c1onc(CSc2ccncc2)c1C(=O)NCCC(C)C
    nt	-10
O=C(N1CCOCC1)N1CCN(c2ccccn2)CC1
    -6	3
O=c1nc2ccccc2c(NS(=O)(=O)c2ccc(Cl)cc2)n1-c1ccccc1
    nt	-14
Clc1ccc(Cn2c(CN3CCCC3)nc3ccccc32)cc1
    2	nt
COc1ccc(C(=O)Nc2cccc(C(C)=O)c2)cc1S(=O)(=O)N1CCOCC1
    -9	1
CCn1c(SCC(=O)Nc2ccc3c(c2)OCO3)nc2c(c1=O)SC(C)C2 (centres undefined)
    -28	-6
Cc1cc(=O)oc(C)c1C(=O)Nc1c(C)n(C)n(-c2ccccc2)c1=O
    nt	-4
COc1ccc(-c2csc(N3CCC(C(N)=O)(N4CCCCC4)CC3)n2)cc1
    21	5
CCOC(=O)C1CCN(C(=O)COc2ccc(N(C)S(=O)(=O)c3cccs3)cc2)CC1
    -2	12
c1cc(-c2noc(CCC3CCCC3)n2)ccn1
    -28	-14
CCN(CC)C(=O)C(Cc1ccccc1)N1C(=O)c2ccccc2C1=O (centres undefined)
    nt	6
CC(C)Cn1c(N)c(C(=O)COC(=O)C2=COCCO2)c(=O)n(C)c1=O
    20	-7
Cc1nn(C)c(C)c1S(=O)(=O)N(CC(=O)Nc1ccc2c(c1)OCO2)c1ccc(C(C)C)cc1
    -4	10
O=c1[nH]c(=O)n(CCC2=CCCCC2)c(O)c1C=NCCCn1ccnc1
    -2	-88
Cc1cccc(-c2nc(=S)c3c(n2Cc2ccco2)CCCC3)c1
    nt	9
CC1(C)CN=C(N2CCN(c3ncnc4sc5c(c34)CCCC5)CC2)S1
    -11	8
CCC(C#CCN1CCOCC1)(CC)OCCC#N
    0	6

# (cont.)
# Second line of a record – RT RNaseH block	RmlC RmlD mix
OC1(c2ccc(Cl)cc2)CCN(Cc2c[nH]c3ccccc23)CC1
    nt	6
c1ccc(SCCc2ccncc2)cc1
    nt	17
O=C(CSc1nc2c(c(C(F)(F)F)n1)CCc1ccccc1-2)NCc1ccccc1
    nt	6
Cc1sc2nc(C(C)C)oc(=O)c2c1C
    nt	-13
CCOC(=O)C1CCN(C/C=C/c2ccccc2OC)CC1
    4	-2
COCCNC(=O)C(C)OC(=O)c1nsc(Cl)c1Cl (centres undefined)
    -1	-8

# Assay outcomes deposited in PubChem by several laboratories.
